Source: PubChem
SNCA expr inh: reduces expression of the alpha-synuclein gene; Potency, µM (titrated, usually from 57.2 µM), for the others: top-dose activity change, negative = inhibition, hits mostly inhibitors; HEK-293 SNCA-luciferase knock-in, luminescence, 24 h; 140,000 compounds, 0.17% hits; AID 1671194;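 note: potency is the fitted concentration of half-maximal effect; plate controls were DMSO cells for no effect and cell-free wells for full effect; nearly all actives have a fitted effect of over 45% in size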
3T3 cytotox: NIH 3T3 cell cytotoxicity; NIH 3T3 viability, CellTiter-Glo ATP luminescence, 48-72 h; AID 1345082; 94,000 compounds, 4.3% hits; Potency, µM (series often up to 96.7 µM), for the others: top-dose activity change, negative = cytotoxicity, usual class: inhibitors; note: potency is the fitted concentration of half-maximal effect; nearly all actives have a fitted effect of over 55% in size
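Cytotoxicity is measured as loss of cellular ATP: NIH 3T3 cells (400/well) are exposed to compound for 48 or 72 hr at 37 °C, then CellTiter-Glo luminescence is imaged after 10 min at room temperature.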
HEK cytotox: kills HEK 293 cells | HEK 293 viability, ATP luminescence (CellTiter-Glo), 48-72 h | Potency, µM (highest dose often 115 µM), for the others: at the highest dose activity change, negative = cytotoxicity, most hits filed as inhibitors | 94,000 compounds, 6.6% hits | AID 1345083; note: potency is the fitted concentration of half-maximal effect; nearly all actives have a fitted effect of over 60% in size
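250 HEK 293 cells/well; compound by pintool; incubated 48 or 72 hr at 37 degree Celsius; CellTiter-Glo added, 10 min RT, luminescence imaged.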
HEK293 viab: cell viability loss counter-screen; Potency, µM (highest dose often 57.1 µM), for the others: top-dose activity change, negative = cytotoxicity, hits mostly cytotoxic; AID 1671193; HEK-293-SNCA-luc viability, GF-AFC fluorescence, 24 h; 150,000 compounds, 0.12% hits;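 note: potency is the fitted concentration of half-maximal effect; 0% = DMSO-treated cells and -100% = medium-only wells without cells; nearly all actives have a fitted effect of over 30% in size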
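HEK-293-SNCA-luc cells (1500/well) plated 24 h, then exposed 24 h to a dilution series; GF-AFC added 30 min at 37C, fluorescence 405/540 nm; normalised to medium-only and DMSO wells, Hill fit.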
GPT2 inhibitor: inhibitors of human GPT2 alanine aminotransferase. 100,000 compounds, 0.25% hits. Potency, µM (highest dose often 57.7 µM), without a hit: at the highest dose activity change, negative = inhibition, most hits filed as inhibitors. Q8TD30. Recombinant GPT2, coupled pyruvate oxidase/HRP Amplex Red fluorescence; note: potency is the fitted concentration of half-maximal effect; nearly all actives have a fitted effect of over 60% in size; many of its hits are not listed in these tables
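GPT2 10ng/uL, a-KG 250uM, L-Ala 2mM, HEPES pH7.5 + 0.0001% Tween; 30 min RT. Then Amplex mix (PO/HRP/ThPP), 30 min RT dark, fluorescence. AOA 50uM used as positive control.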
IP6K1 inhibitor: blocks human inositol hexakisphosphate kinase 1. IP6K1 kinase, ADP-Glo luminescence, 2 h; hits give low values. AID 1645851. activity change, % (series mostly up to about 58 µM). 140,000 compounds, 0.81% hits; in the data active = activity change below about -25%
Target sequence (Q92551 whole entry, looked up): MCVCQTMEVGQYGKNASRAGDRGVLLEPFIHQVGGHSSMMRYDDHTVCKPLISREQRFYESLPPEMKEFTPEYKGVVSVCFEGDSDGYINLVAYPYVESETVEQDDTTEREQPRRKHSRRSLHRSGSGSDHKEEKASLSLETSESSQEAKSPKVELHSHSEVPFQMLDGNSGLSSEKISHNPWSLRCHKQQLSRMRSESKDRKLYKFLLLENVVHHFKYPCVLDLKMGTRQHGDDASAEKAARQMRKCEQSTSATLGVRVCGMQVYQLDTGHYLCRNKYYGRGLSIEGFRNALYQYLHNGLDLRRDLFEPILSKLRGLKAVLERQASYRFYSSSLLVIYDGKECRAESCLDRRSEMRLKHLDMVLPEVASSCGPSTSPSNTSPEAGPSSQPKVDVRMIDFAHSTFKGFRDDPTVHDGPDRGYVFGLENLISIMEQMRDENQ
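ADP-Glo luminescence measures ADP made by human IP6K1 during a 2 h RT reaction with ATP/IP6 (mix at 1.3 mM/130 uM); top library doses 57.5 and 19.1 uM final.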
FLuc inh: Photinus pyralis luciferase inhibition; purified P. pyralis luciferase, luminescence, biochemical; AID 1347043; Potency, µM (highest dose often 115 µM), for the others: at the top dose activity change, negative = inhibition, most hits filed as inhibitors; 76,000 compounds, 2.5% hits; P08659; note: potency is the fitted concentration of half-maximal effect; nearly all actives have a fitted effect of over 65% in size
Target sequence (P08659 whole entry, looked up): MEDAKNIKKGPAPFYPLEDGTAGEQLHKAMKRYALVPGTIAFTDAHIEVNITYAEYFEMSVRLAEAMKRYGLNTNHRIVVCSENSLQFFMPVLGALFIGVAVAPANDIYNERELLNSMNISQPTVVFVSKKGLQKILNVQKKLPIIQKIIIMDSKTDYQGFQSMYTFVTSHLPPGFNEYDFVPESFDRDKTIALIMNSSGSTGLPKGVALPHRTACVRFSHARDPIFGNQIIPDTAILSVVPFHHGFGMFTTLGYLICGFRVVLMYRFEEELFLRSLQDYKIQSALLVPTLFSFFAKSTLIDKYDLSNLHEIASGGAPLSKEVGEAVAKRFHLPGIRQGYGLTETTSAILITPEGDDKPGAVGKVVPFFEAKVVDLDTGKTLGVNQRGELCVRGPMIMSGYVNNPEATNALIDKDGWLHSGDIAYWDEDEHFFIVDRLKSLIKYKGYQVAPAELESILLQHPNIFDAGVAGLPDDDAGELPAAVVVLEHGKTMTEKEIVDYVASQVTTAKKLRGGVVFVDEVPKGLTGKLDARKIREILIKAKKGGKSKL
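Cell-free enzyme assay, 10nM P. pyralis luciferase, luciferin and ATP each at 10uM. Inhibition profiled over a 6-point titration, read as luminescence.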
The depositor's hits bear a star; i = inactive; ? = inconclusive; . = not tested or not shown; [ ] = remark or other dose. Unless noted, calls come from the whole dose curve; as a rule, active = well fitted curve in the direction sought with a large enough effect; inconclusive = small, poorly fitted or top-dose-only effect, or another doubt; inactive = no such curve, though single readings can be large; an effect the other way counts as inactive or inconclusive. Unless noted, % is set by controls: 0 for no effect and ±100 for the full control effect.

#	molecule	SNCA expr inh	3T3 cytotox	HEK cytotox	HEK293 viab	GPT2 inhibitor	IP6K1 inhibitor	FLuc inh
1	CCN(CC)c1ccc(NC(=O)C2CCCN(S(=O)(=O)c3ccc4c(c3)oc(=O)n4C)C2)c(C)c1 (configuration not stated)	-12.4%	.	.	13.3%	.	-15.9	.
2	CCOC(=O)c1[nH]c2c(c1Cc1ccccc1C)C(=O)CC(c1cc(OC)ccc1OC)C2 (configuration not stated)	-22.4%	.	.	-13.9%	.	5.6	.
3	Cc1nc2ccccc2nc1CN1CCC2(CCC(=O)N(CCO)C2)CC1	-19.7%	?	?	0.2%	-7.1%	30.3	14.0%
4	CN1C[C@@H](NC(=O)CC(C)(C)CC(=O)O)C[C@H]1c1nc(-c2ccc3c(c2)OCO3)no1	34.1%[activator][87.6 µM]	-0.5%[174 µM]	2.0%[172 µM]	3.4%[87.6 µM]	-0.9%[88.5 µM]	-9.2	50.1µM*
5	CCOC(=O)c1cccc(NC(=O)CCS(=O)(=O)c2ccc3c(c2)CCN3C(=O)CC)c1	10.9%	.	.	15.6%	.	13.6	.
6	Cc1ccccc1C(=O)NC1CCN(C(=O)c2ccc(-c3cncnc3)cc2)CC1	?	-23.4%	-8.7%	1.3%[12.5 µM]	2.0%	-11.7	.
7	COCc1ccc2c(c1)c(OC(C)(C)C(=O)NC1CCC(O)CC1)nn2Cc1ccccc1 (configuration not stated)	-2.0%	39.8µM*	-31.2%	3.3%	i	8.8	4.8%
8	Cn1cnc(S(=O)(=O)N2CCCC(C(=O)NCc3ccc(F)cc3)C2)c1 (configuration not stated)	25.5%	.	.	7.5%	.	12.8	.
9	CN(C)c1ccc(C(=O)N2CCCN(c3cc(-c4ccc(Cl)cc4)[nH]n3)CC2)cc1	?	?	?	-17.4%	-22.8%	8.9	-11.5%
10	O=C(C1CCCC1)N1C[C@@H](CO)[C@@H]2Oc3c(F)cccc3[C@@H]21	.	?	?	.	.	20.2	.
11	CCOC(=O)c1cnc2c(C)cc(C)cc2c1Nc1ccc(N2CCOCC2)cc1	?	.	.	2.7%	.	31.6	.
12	COc1ccc(NC(=O)[C@@H]2COCC(=O)N2Cc2ccc(OC)c(OC)c2)cc1Cl	1.9%	?	-8.3%	-7.4%	-0.8%	11.6	-8.2%
13	O=c1cc(-c2ccc(F)cc2)nc(SCc2nc(-c3cccc(Cl)c3)no2)[nH]1	-4.8%	.	.	-12.3%	.	-5.3	.
14	O=C([C@H]1C[C@@H](F)CN1C(=O)c1ccc(C(F)(F)F)cc1)N1CCOCC1	-17.1%	-21.0%	-5.3%	-10.4%	i	-21.8	0.0%
15	O=C1CC2CCCC(C1)N2C(=O)c1cccc(Br)c1	4.0%[87.6 µM]	-19.8%[138 µM]	-16.0%[172 µM]	3.4%[87.6 µM]	2.8%[88.5 µM]	9.7	0.8%[172 µM]
16	CC(=O)c1cccc(-n2c(CCC(=O)O)ccc2-c2ccccc2)c1	29.7%	.	.	1.9%	.	-4.1	.
17	COc1ccccc1NCc1nnc2n1CCCCC2	-1.2%	.	.	-6.4%	.	13.3	.
18	CSc1cccc(NC(=O)CN(C)S(=O)(=O)c2ccc3c(c2)CCCN3C(C)=O)c1	-17.9%	.	.	-12.9%	.	6.8	.
19	CCC(=O)N1C(C(=O)NC(C)C)COC12CCC(C)CC2 (configuration not stated)	-12.9%	-5.1%	2.1%	8.3%	-23.9%	-2.3	-3.9%
20	CCN1c2cc(C(=O)Nc3ccc(OC)cc3)ccc2C(=O)N2CCCCC21 (configuration not stated)	18.0%	?	?	6.3%[12.5 µM]	i	-17.3	-13.2%
21	COC(=O)N1CCCN(c2ccc3nnc(C4CC4)n3n2)CC1	.	?	-26.8%[172 µM]	.	.	7.3	.
22	Cc1ncsc1CN1C(=O)CO[C@H](c2ccc(NC(=O)c3ccc(F)cc3)cc2)[C@H]1CO	18.2%	-12.7%	-11.7%	5.8%	-9.5%	6.9	12.6%
23	COc1cccc(CN2CCCC(O)(CNC3CCCCCCC3)C2=O)c1 (configuration not stated)	-19.7%	?	?	-3.5%	-5.1%	-4.5	-8.9%
24	C=CC(C)(C)O[C@@H]1O[C@H](CO[C@@H]2OC[C@](O)(CO)[C@H]2O)[C@@H](O)[C@H](O)[C@H]1O	.	.	.	5.2%	4.8%[27.3 µM]	1.8	.
25	O=C1CCN(C(=O)CC2CCCC2)CCCC(c2nc(-c3cccnc3)no2)CCN1 (configuration not stated)	9.8%	-14.5%	-11.7%	-5.1%	i	19.7	4.7%
26	COc1ccc(-c2nc3c(c(=O)[nH]2)CCN(C(=O)c2ccccc2)C3)cc1	-17.0%	-23.0%	-25.9%	9.7%	-6.5%	5.2	3.0%
27	CC1CC2OCC3(O)CCC(O)C(C14CC(c1ccoc1)OC4=O)C23CO (configuration not stated)	.	.	.	-25.0%	i	-1.3	.
28	O=C(CC1CCCCC1)NC1CCN(c2cnn(CC3CC3)c(=O)c2)CC1	13.2%	?	?	1.4%	-26.8%	16.7	2.0%
29	CC(=O)N1CCCN(c2ccc3nnc(-c4ccccc4)n3n2)CC1	.	?	?	.	.	5.6	.
30	Cc1ccccc1Nc1nc(N)c(C(=O)c2ccccc2Cl)s1	-23.1%	.	.	?	.	-51.7*	.
31	CSc1cccc(CN(C)C(=O)CC2COCCN2)c1 (configuration not stated)	6.7%	-9.3%	-17.4%	0.2%	i	0.3	4.9%
32	CCc1cc(=O)n(CC(=O)Nc2cccc(Cl)c2C)c(N2CCOCC2)n1	-4.9%	2.3%	?	-9.6%	-0.5%	19.8	-2.7%
33	O=C(CSc1ccccc1)NCc1ccc2c(c1)CCN2C(=O)c1ccc(Cl)cc1	0.7%	.	.	?	.	-8.0	.
34	O=C(NCCCc1ccccc1)c1nn(-c2ccccc2)nc1CO	?	.	.	-1.1%	.	17.8	.
35	Cc1cc2[nH]c(=O)c(=O)[nH]c2cc1S(=O)(=O)NCc1ccc(F)cc1	46.5%[activator]	.	.	-7.5%	.	23.3	.
36	COc1ccc(N2C(=O)C3(CCCCC3)C2C(=O)NCCN2CCc3ccccc3C2)cc1 (configuration not stated)	3.9%	?	?	-15.4%	i	-13.2	-11.3%
37	Cc1oc2ncn(C)c(=O)c2c1C(=O)N(C)c1ccccc1F	14.4%	.	.	3.1%	.	15.6	.
38	CCOc1ccccc1C(=O)N1CCC2(CC1)NC(=O)N(c1cccc(Cl)c1)N2	-21.1%	?	31.6µM*	-4.5%	?	-10.1	27.1%
39	C=CCc1ccc(O[C@@H]2O[C@H](CO)[C@@H](O)[C@H](O)[C@H]2O)c(O[C@@H]2O[C@H](CO)[C@@H](O)[C@H](O)[C@H]2O)c1	.	.	.	-13.7%[23.9 µM]	?	-5.2	.
40	COc1cccc(NC(=O)Cn2c(=O)ccc3cc(S(=O)(=O)N4CCC(C)CC4)ccc32)c1	-2.9%	.	.	-1.2%	.	-9.0	.
41	CC(C)NC(=O)Cn1ccn2nc3c(c2c1=O)CCCC3	-2.0%	i	-2.9%	7.2%	i	13.1	12.3%
42	C[C@]12C=CC(=O)C=C1CC[C@@H]1[C@@H]2[C@@H](O)C[C@@]2(C)[C@@H]1CC[C@]2(O)C(=O)CO	1.2%	.	.	4.0%	i	.	.
43	COc1ccc(C(=O)NCc2nnc3ccc(-c4ccc(Cl)cc4)nn23)c(C)c1	-9.2%	i	?	0.9%	-7.3%	12.4	-9.2%
44	COc1cc(OC)c(NC(=O)N2CCC(CN3CCOCC3)CC2)cc1Cl	57.2%[activator]	.	.	4.8%	.	58.8	.
45	CSc1nc2c([nH]c3ccccc32)c(=O)n1-c1ccc(F)cc1	-12.9%	.	.	-2.8%	.	-2.3	.
46	CNC(=O)[C@@H]1C[C@H](n2cc(CNC(=O)Nc3cccc(Cl)c3C)nn2)CN1	-3.0%	-6.7%	0.5%	6.6%	-6.8%	-21.1	-2.4%
47	CCC1CCCCN1CCCNC(=O)c1c(O)nc2c(C)cccn2c1=O (configuration not stated)	-8.3%	.	.	?	.	0.2	.
48	CC1CCC2(C(=O)OC3OC(COC4OC(CO)C(O)C(O)C4O)C(O)C(O)C3O)CCC3(C)C(=CCC4C5(C)CCC(O)C(C)(C(=O)O)C5CCC43C)C2C1(C)O (configuration not stated)	.	.	.	0.6%[12.5 µM]	2.0%[17.1 µM]	6.7	.
49	Cc1cc(F)ccc1NC(=O)CCC1CCCN(Cc2cn[nH]c2-c2cccc(F)c2)C1 (configuration not stated)	-16.3%	?	?	-15.4%	-13.3%	-9.4	-2.5%
50	CN(C)c1cccc(-c2nc(-c3nnn4c3COC(c3ccc(Cl)cc3)C4)no2)c1 (configuration not stated)	49.4%[activator]	3.1%	1.1%	-2.0%	i	6.5	-8.1%

Single records, as listed above. Screens in order: SNCA expr inh	3T3 cytotox	HEK cytotox	HEK293 viab	GPT2 inhibitor	IP6K1 inhibitor	FLuc inh
C[C@]12C=CC(=O)C=C1CC[C@@H]1[C@@H]2[C@@H](O)C[C@@]2(C)[C@@H]1CC[C@]2(O)C(=O)CO reads 1.2%	.	.	4.0%	i	.	.
Cc1ncsc1CN1C(=O)CO[C@H](c2ccc(NC(=O)c3ccc(F)cc3)cc2)[C@H]1CO reads 18.2%	-12.7%	-11.7%	5.8%	-9.5%	6.9	12.6%
COCc1ccc2c(c1)c(OC(C)(C)C(=O)NC1CCC(O)CC1)nn2Cc1ccccc1 (configuration not stated) reads -2.0%	39.8µM*	-31.2%	3.3%	i	8.8	4.8%

New compounds follow
#	molecule	SNCA expr inh	3T3 cytotox	HEK cytotox	HEK293 viab	GPT2 inhibitor	IP6K1 inhibitor	FLuc inh
51	O=C(c1cc[nH]c1)N1CCN(c2nc3ccccc3s2)CC(O)C1 (configuration not stated)	8.0%	-4.0%	-0.5%	4.1%	4.8%	-9.2	-1.2%
52	Cc1ccc(-n2cc(CN(C)C(C)C(=O)N(C)C)c(-c3cccc(C)c3)n2)cc1 (configuration not stated)	-15.2%	?	?	-5.7%	4.9%	-7.9	-17.7%
53	CN1c2cc(C(=O)Nc3cccc(F)c3)ccc2C(=O)N2CCCCCC21 (configuration not stated)	84.5%[activator]	?	?	8.2%[12.5 µM]	i	9.3	8.91µM*
54	CCCNC(=O)c1cccc2c1CCN2S(=O)(=O)c1ccc(OC)cc1	-8.9%	-21.5%	?	2.7%	?	-0.8	-0.8%
55	CC(=O)Nc1ccc(CN[C@@H]2CO[C@H](CNC(=O)C3CCCC3)[C@H]2O)cc1	-15.9%[87.6 µM]	i	i	-0.4%[87.6 µM]	-4.7%[88.5 µM]	10.0	-0.5%[172 µM]
56	Cc1ccccc1OC(=O)c1cc(-c2ccc3c(c2)OCCO3)on1	?	.	.	-3.7%	.	-1.0	.
57	CCc1ccc(Cn2nnc3c(=O)[nH]c(C4CCCN(C(=O)c5cccc(Cl)c5)C4)nc32)cc1 (configuration not stated)	25.8%	.	.	3.1%	.	-9.6	.

A few values from the results shown.
Value for no. 53 under FLuc inh: 8.91µM*
Value for no. 55 under GPT2 inhibitor: -4.7%[88.5 µM]
Value for no. 51 under IP6K1 inhibitor: -9.2

Random draw from the library; 7.7% or so of the library scored in one or more.
